hERG protect – hERG rescue from dofetilide block, primary screen, cell-based, CHO-hERG, FluxOR thallium flux, dofetilide IC70. Voltage-gated inwardly rectifying potassium channel KCNH2 (Homo sapiens), Q12809. dofetilide IC70 present. activation (rescue from dofetilide block), less the hit threshold, % at 10 µM. 310,000 tested, 0.51% active. AID 1511, 2009;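 active means activation above the mean of controls blocked by dofetilide plus 5 SD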;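 further: thallium influx through hERG after potassium depolarization seen as dye fluorescence rise; in these data hits start at about 4.7%; inactives centre near -7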
KCNK9 block – KCNK9 potassium channel inhibitors, primary screen, HEK293 cells, thallium flux; AID 488922, 2010; FluxOR thallium flux fluorescence; stronger effect = lower value; 310,000 tested, 1.2% active; Potassium channel subfamily K member 9 (Homo sapiens), Q9NPC2; B-score at 10 µM;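 active means ratio B-score over 3 SD below the library mean, with starting fluorescence within 5 SD of its mean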;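 further: negative B-score means less thallium flux so channel inhibition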
KCNQ1 block – inhibitors of human KCNQ1 channel, primary screen, cell-based, thallium flux, high-throughput; 310,000 tested, 1.3% active; B-score at 10 µM; CHO-K1 KCNQ1, FluxOR thallium flux fluorescence; stronger effect = higher value;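 active means compounds whose thallium flux B-score, printed positive for inhibition, exceeds three library SD while starting fluorescence stays within three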;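 further: channel opened by potassium depolarization with thallium stimulus after 20 min compound exposure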
Target sequence (P51787 whole entry, looked up): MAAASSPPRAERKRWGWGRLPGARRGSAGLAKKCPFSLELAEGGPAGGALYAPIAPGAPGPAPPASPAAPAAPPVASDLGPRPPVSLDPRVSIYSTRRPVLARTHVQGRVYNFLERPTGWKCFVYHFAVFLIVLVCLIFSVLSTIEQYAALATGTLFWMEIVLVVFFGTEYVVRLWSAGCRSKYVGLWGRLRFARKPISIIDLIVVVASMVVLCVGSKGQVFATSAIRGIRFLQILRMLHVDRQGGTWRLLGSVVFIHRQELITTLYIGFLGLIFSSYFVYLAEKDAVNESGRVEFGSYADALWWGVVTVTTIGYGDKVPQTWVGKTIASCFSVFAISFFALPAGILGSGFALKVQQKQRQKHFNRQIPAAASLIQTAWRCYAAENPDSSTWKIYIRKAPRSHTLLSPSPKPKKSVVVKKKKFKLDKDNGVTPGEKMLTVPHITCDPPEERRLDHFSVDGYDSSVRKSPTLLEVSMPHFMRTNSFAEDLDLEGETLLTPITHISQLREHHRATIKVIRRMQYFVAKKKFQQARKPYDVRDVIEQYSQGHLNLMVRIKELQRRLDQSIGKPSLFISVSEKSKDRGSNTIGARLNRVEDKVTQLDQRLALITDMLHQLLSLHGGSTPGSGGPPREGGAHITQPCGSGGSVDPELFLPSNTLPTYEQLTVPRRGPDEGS
KCNK3 inh – human KCNK3 channel inhibitors, primary screen, CHO cells, FluxOR thallium flux, B-score. AID 602410, 2012. Potassium channel subfamily K member 3 (Homo sapiens), O14649. FluxOR fluorescence; stronger effect = lower value. 340,000 tested, 0.84% active. B-score at 10 µM;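 active means B-score under library mean minus 4 SD, starting fluorescence ratio at most library mean plus 5 SD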;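 further: more negative B-score means stronger inhibition of thallium flux through KCNK3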
Target sequence (O14649 whole entry, looked up): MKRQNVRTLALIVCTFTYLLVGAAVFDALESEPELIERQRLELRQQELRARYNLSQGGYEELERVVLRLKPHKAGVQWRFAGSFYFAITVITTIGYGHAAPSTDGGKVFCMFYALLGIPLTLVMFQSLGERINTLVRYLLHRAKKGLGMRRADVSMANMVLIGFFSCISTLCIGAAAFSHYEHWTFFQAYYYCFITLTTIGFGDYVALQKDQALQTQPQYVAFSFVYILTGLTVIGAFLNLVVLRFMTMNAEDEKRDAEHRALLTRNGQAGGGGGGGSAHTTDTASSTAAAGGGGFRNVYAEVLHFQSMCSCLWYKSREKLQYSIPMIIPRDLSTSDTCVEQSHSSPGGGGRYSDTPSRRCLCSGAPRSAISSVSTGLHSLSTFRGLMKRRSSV
TRPC4 potent – positive allosteric modulators of TRPC4, primary screen, cell-based, mouse TRPC4beta, HEK293 mu-opioid, Fluo-4 calcium. Short transient receptor potential channel 4 (Mus musculus), Q9QUQ5. DAMGO EC20, Fluo-4 Ca2+ flux; stronger effect = higher value. B-score at 10 µM. 310,000 tested, 0.42% active. AID 2227, 2009;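 active means B-score of calcium response area above 5 SD of library B-scores, with initial fluorescence ratio within 5 SD of library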;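 further: B-score of integrated fluorescence ratio over time as area under calcium response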
KCNQ1 pot – potentiators or activators of KCNQ1 channel, primary screen, cell-based, thallium flux, high-throughput. AID 2648, 2010. B-score at 10 µM. 310,000 tested, 0.35% active. Potassium voltage-gated channel subfamily KQT member 1 (Homo sapiens), P51787. CHO-K1 KCNQ1, thallium flux FluxOR fluorescence; stronger effect = higher value;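 active means fluorescence ratio B-score, a plate-corrected score, at least three library SD, with initial intensity B-score within 5 SD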
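Material: CHO-K1 cells stably expressing KCNQ1. Medium: assay buffer for compound exposure, DMSO matched across wells. Reagent: K+/Tl+ depolarizing stimulus. Compound dosing: single-concentration screen. Times: 37 °C overnight plating, 90-min dark dye load, 20-min compound pretreatment. Technique: FluxOR Tl+ flux fluorescence.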
TRPC4 block – inhibitors of mouse TRPC4 channel, primary screen, Fluo4 calcium, HEK293 TRPC4beta/mu-opioid cells | B-score at 10 µM | Short transient receptor potential channel 4 (Mus musculus), Q9QUQ5 | DAMGO-evoked Fluo4 calcium flux; stronger effect = lower value | 300,000 tested, 0.39% active;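 active means B-score over 3 SD under the library average, no early fluorescence shift, positive overall ratio signal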
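Assay system: TRPC4beta/mu-opioid receptor HEK293 cell line; compound dosing: single concentration per test compound; detection: Fluo4 Ca2+ flux fluorescence; evaluation: per-well B score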
Platelet DG rel – inhibitors of platelet dense granule secretion, primary screen, cell-based, MLPCN, human platelets; AID 1663, 2009; 300,000 tested, 0.22% active; inhibition, %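 (compounds screened at 7.5 µM in platelet-rich plasma)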; human platelet-rich plasma, SFLLRN dense granule ATP release, luminescence;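 active means mean replicate score, as percent of positive control, at or above 50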
DYRK1A inh – rat Dyrk1A kinase inhibitors, primary screen, biochemical, single point, plate reader. ADP-Glo luminescence, NFATc1 peptide. inhibition, % at 12.5 µM. 310,000 tested, 0.43% active; in the data active means inhibition above about 50%;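 further: plate controls were vehicle with enzyme for no effect and no enzyme for full effect; many of its hits are not listed in these tables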
TRPC4 act – activators of mouse TRPC4 channel, primary screen, Fluo4 calcium, HEK293 TRPC4beta/mu-opioid cells; Fluo4 calcium fluorescence; stronger effect = higher value; B-score at 10 µM; 310,000 tested, 0.49% active; AID 2237, 2010;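 active means B-score above 5 SD of library B-scores, and initial fluorescence ratio not above library mean plus 5 SD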;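 further: positive B-score marks a calcium rise read as TRPC4 activation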
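Material: HEK293 stable line with TRPC4beta plus mu-opioid receptor; technique: Fluo4 calcium-sensitive dye fluorescence, kinetic, 1 Hz baseline; timing: Fluo4 dye loading 45 min at room temperature, 110 s recording; controls: assay buffer as low control, maximal DAMGO as high control; read-out: integrated baseline-normalised fluorescence ratio, converted to per-well B score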
PolyA inh – polyadenylation inhibitors in yeast reporter cells, primary screen, luminescence, S. cerevisiae | 300,000 tested, 0.02% active | S. cerevisiae SKY197-pL101 polyadenylation reporter, beta-gal luminescence; efflux-impaired pdr1/pdr3 knockout yeast; score 100 = 6 SD above DMSO | AID 1875, 2009 | calls only at 12 µM;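 active means lowest replicate activity score at least 50, where 100 means six control SD above control mean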;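 further: yeast exposed to compound for 9 h at 30 °C; higher score means more reporter readthrough which indicates perturbed polyadenylation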
Numbers without * were called inactive; i = inactive; / = not tested or not shown; & = joins results of further samples. Some of the compounds tested (hit frequency here may not be typical).

Structure	hERG protect	KCNK9 block	KCNQ1 block	KCNK3 inh	TRPC4 potent	KCNQ1 pot	TRPC4 block	Platelet DG rel	DYRK1A inh	TRPC4 act	PolyA inh
O=C1CN(C(=S)Nc2ccccc2Cl)CCN1	-10	i	i	i	i	i	i	1	-12	i	i
CC1CCN(C(=O)C2CCCN(S(=O)(=O)c3cccc4nsnc34)C2)CC1 (stereo not given)	-3	i	i	i	i	i	i	1	-6	i	i
COc1cc2c(C(=O)O)c(C)n(-c3ccccc3)c2c2ccccc12	-9	i	i	i	i	i	i	-1	1	i	i
CSc1ccc(/C=C/C(=O)Nc2ccccc2)cc1	-8	i	i	i	i	i	i	/	-3	i	/
CC(C)CN(C(=O)COc1cccc(-n2cnnn2)c1)C1CCS(=O)(=O)C1 (stereo not given)	-13	i	i	i	i	i	i	3	-2	i	i
Brc1ccc(OCCOc2cccc3cccnc23)cc1	-7	i	i	i	i	i	i	1	0	i	i
CC1=C(C(=O)OCc2ccccc2)C(c2ccc3ccccc3c2)NC(=O)N1CCCCCC(=O)O (stereo not given)	-3	i	i	/	i	i	i	-6	/	i	/
CCN(C(=O)CN1CCN(c2ccc(OC)cc2)CC1)c1c(N)n(Cc2ccccc2)c(=O)[nH]c1=O	-5	i	i	i	i	i	i	2	-3	i	i
COC(=O)CC1C(=O)NCCN1C(=O)CSc1nnc(Nc2ccc(C)cc2)s1 (stereo not given)	0	i	i	i	i	i	i	6	-36	i	i
Cn1c(=O)c(C(=O)CN2CC(=O)Nc3ccccc32)c(N)n(Cc2ccccc2)c1=O	-20	i	i	i	i	i	i	-1	/	i	i
O=P(O)(C(O)c1ccccc1)C(O)c1ccccc1 (stereo not given)	-9	i	i	i	i	i	i	-2	-7	i	i
Cc1ccccc1NC(=O)Cn1c(=O)n(Cc2ccccc2)c(=O)c2c(C)c(C)sc21	-12	i	i	i	i	i	i	9	-2	i	i
COc1ccc(-n2c(Cc3cccn3C)nnc2SCC(=O)NC2CCCCC2)cc1	-11	i	i	i	i	i	i	2	9	i	i
CCOc1cc(/C=N/NC(N)=O)cc(Br)c1OCc1ccccc1F	-3	i	i	i	i	i	i	-12	12	i	i
CC(=O)Nc1cccc(C(=O)N(Cc2ccccc2)Cc2ccccc2)c1	-7	i	i	i	i	i	i	-10	2	i	i
CCOc1ccc(CC(=O)Nc2sc(Cc3ccccc3)cc2C(N)=O)cc1OCC	-9	i	i	i	i	i	i	2	-11	i	i
O=Cc1cn(CC(=O)N2CCCc3ccccc32)c2ccccc12	-2	i	i	i	i	i	i	-4	-9	i	i
O=C(Cc1ccccc1)N1CCN(c2ccccc2F)CC1	-9	i	i	i	i	i	i	-4	8	i	i
COc1cc(CN2CCC(N3CCC(C(=O)N4CCCC4)CC3)CC2)cc2c1OCO2	-7	i	i	i	i	i	i	9	-6	i	i
COc1ccc2cc(C(=O)N/N=C/c3cc(OC)c(OC)c(OC)c3)[nH]c2c1	-19	i	i	i	i	i	i	2	54*	i	i
COc1ccc(-c2ccc3oc(-c4ccc(OC)cc4)c(C#CCCO)c3c2)cc1	-10	i	i	i	i	i	i	0	3	i	i
COc1ccccc1/C=N/NC(=O)c1nnn(-c2nonc2N)c1CN(C)c1ccccc1	-11	i	i	i	i	i	i	9	0	i	i
O=C1OCCC1Sc1nc2ccccc2s1 (stereo not given)	-9	i	i	i	i	i	i	11	/	i	i
CCC(=O)NC(Nc1c(C)n(C)n(-c2ccccc2)c1=O)C(Cl)(Cl)Cl (stereo not given)	-7	i	i	i	i	i	i	1	-7	i	i
O=C(NCC1CCCO1)c1cc2c([nH]c3ccccc32)c(-c2cccc(Cl)c2)n1 (stereo not given)	-35	-11*	12*	i	i	i	i	2	-10	i	i
CCOC(=O)C1Sc2ccccc2NC1=O (stereo not given)	-18	i	i	i	i	i	i	-6	-19	i	i
CC(C)CC(=O)N1CCN(S(C)(=O)=O)CC1	-2	i	i	i	i	i	i	-2	8	i	i
Nc1cc(Br)c(N)c(Br)c1	-17	i	i	i	i	i	i	7	2	i	i
COc1ccc(CCNC(=O)C(=O)NCCOc2ccccc2Cl)cc1OC	-4	i	i	i	i	i	i	-6	-1	i	i
O=C1N=C(N2CCCCC2)S/C1=C\c1ccc(Br)cc1	-1	i	i	i	i	i	i	-4	/	i	i

Part of the list above with just KCNQ1 block and DYRK1A inh.
structure	KCNQ1 block	DYRK1A inh
O=P(O)(C(O)c1ccccc1)C(O)c1ccccc1 (stereo not given)	i	-7
Cc1ccccc1NC(=O)Cn1c(=O)n(Cc2ccccc2)c(=O)c2c(C)c(C)sc21	i	-2

The list continues:
Structure	hERG protect	KCNK9 block	KCNQ1 block	KCNK3 inh	TRPC4 potent	KCNQ1 pot	TRPC4 block	Platelet DG rel	DYRK1A inh	TRPC4 act	PolyA inh
COC(=O)c1c(C)[nH]c(C(=O)CC#N)c1C	-9	i	i	i	i	i	i	31	0	i	i
CC(=O)Nc1cccc(NC(=O)CSc2ccc(-c3cccnc3)nn2)c1	-18	i	i	i	i	i	i	2	/	i	i
Cc1ccc(NC(=O)Cn2nc(-c3ccccc3)nc2-c2ccccc2)c(C)c1	-18	i	i	i	i	i	i	29	1	i	/
CC(C)NC(=O)C(C)N1CCN(S(=O)(=O)c2ccc3ccccc3c2)CC1 (stereo not given)	-3	i	i	i	i	i	i	-12	-7	i	i
CC(NS(=O)(=O)c1ccccc1)C(=O)Nc1ccc(S(N)(=O)=O)cc1 (stereo not given)	-15	i	i	i	i	i	i	-2	-2	i	i
CC(=O)c1c[nH]c(C(=O)NCC2CCCO2)c1 (stereo not given)	-12	i	i	i	i	i	i	-1	-6	i	i
Oc1ccc(Nc2nc(-c3ccccc3)nc3ccccc23)cc1	-5	i	i	i	i	i	i	0	86*	i	i
COc1ccccc1CCC(=O)OCC(=O)NC1CCCCC1	-10	i	i	i	i	i	i	6	/	i	i
Cc1ccccc1-c1noc(-c2ccccc2C(=O)NCC2CCCO2)n1 (stereo not given)	-9	i	i	i	i	i	i	/	-11	i	i
Cc1cccc(/C=C2/Sc3ccc(C(=O)NCCCN4CCOCC4)cc3NC2=O)c1	-9	i	i	i	i	i	i	-4	2	i	i
COc1ccc(CN2C(=O)c3ccccc3C2=O)cc1C(=O)Nc1ccccc1N1CCOCC1	-24	i	i	i	i	i	i	7	-1	i	i
CCCCn1nc2cc(C(=O)NC3CCc4ccccc43)ccc2c1OCC (stereo not given)	-8	i	i	i	i	i	i	-4	4	i	i
Cc1cc(C)c2nc(-c3ccccn3)cc(C(=O)Nc3ccc(S(=O)(=O)Nc4onc(C)c4C)cc3)c2c1	-18	i	i	i	i	i	i	1	-2	i	i
CC1(C)CC(=O)C2=C(C1)NC(=O)CC2c1ccc(N(CCC#N)CCC#N)cc1 (stereo not given)	3	i	i	i	i	i	i	-6	/	i	i
CCCc1cc(=O)oc2cc(C)c(CN3CCCC3)c(O)c12	-9	i	i	i	i	i	i	-13	3	i	i
CCOC(=O)C1(Cc2cccc(Cl)c2)CCCN(C(=O)CCOC)C1 (stereo not given)	-10	i	i	i	i	i	i	0	-3	i	i
CCOc1cc(-c2cc(N)n[nH]2)cc(OCC)c1OCC	-5	i	i	i	i	i	i	3	-2	i	i
Cc1ccc(-c2noc(CN(C(=O)CCCCCN3C(=O)c4ccccc4C3=O)C(C)C)n2)cc1	-7	i	i	i	i	i	i	-5	5	i	i
COc1ccccc1NC(=O)/C=C\C(=O)O	-1	i	i	i	i	i	i	1	-4	i	i
COc1c(C(C)C)oc2cc3oc(=O)ccc3cc12	-12	i	i	i	i	i	i	2	7	i	i
Brc1ccc2[nH]c3nc(SCCN4CCOCC4)nnc3c2c1	-5&-3	i	i	i	i	i	i	-33&-6	1&1	i	i
COc1ccc(C(C[N+](=O)[O-])c2c(-c3ccccc3)cc3ccccn23)c(OC)c1 (stereo not given)	-10	i	i	i	i	i	i	2	2	i	i
CCCCNC(=O)C1CCC(CNc2c(N3CCC(C)CC3)c(=O)c2=O)CC1 (stereo not given)	-7	i	i	i	i	i	i	1	3	i	i
CC(C)=CCC(C)(C)C1OCCN1C(=O)Nc1ccccc1 (stereo not given)	-6	i	i	i	i	i	i	7	-1	i	i
COC(=O)c1cccc(NC(=O)CSc2nnc(C)n2Cc2ccccc2)c1	-12	i	i	i	i	i	i	0	-1	i	i
NS(=O)(=O)c1ccc(CCNC(=O)C(=O)NCC2OCCN2C(=O)c2ccc3c(c2)OCO3)cc1 (stereo not given)	-15	i	i	i	i	i	i	-26	3	i	i
CC(C)N(Cc1nccn1C)C(=O)CC1C(=O)NCCN1Cc1ccc(F)c(F)c1 (stereo not given)	-8	i	i	i	i	i	i	-7	-2	i	i
COc1ccc(NC(=O)CCC(=O)OCC(=O)c2ccc(Oc3ccc([N+](=O)[O-])cc3)cc2)cc1	-9	i	i	i	i	i	i	3	7	i	i
COc1ccc(OC)c(CNC(=O)CCSCc2ccc(F)cc2Cl)c1	-6	i	i	i	i	i	i	1	-4	i	i
O=C(Nc1ccc(Br)cc1)c1cccn1-c1ncc(C(F)(F)F)cc1Cl	-5	i	i	i	i	i	i	2	2	i	i
CC/C(=N\NC(=O)Nc1nonc1N)c1ccc(OC)c(OC)c1	-7	i	i	i	i	i	i	7	1	i	i
